H9c2 TAG inh: triacylglycerol accumulation inhibition; H9c2 cells, Nile Red lipid (TAG) fluorescence; cells loaded with 200 µM oleic acid; inhibition, % at 12.5 µM; 0.66% of 230,000 active;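 active = pattern-corrected inhibition of lipid staining of at least 50% with the nuclear-stain viability signal not falling by more than 50%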;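 also: 0% = DMSO wells and 100% = triacsin C control wells; some results filed as inactive read as strong as hits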
H9c2 TAG inh DAPI viability: also measured in H9c2 TAG inh; calls as there; DAPI nuclei signal change (viability), lower = more cytotoxic, %;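 whole-well DAPI fluorescence read on a plate reader as a viability signal; minus 50 percent equals half of cells still viable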
* = called active by the depositor; & = joins results of further samples. The list is partial; count on the stated rates, not on these rows.

Preview, three compounds:
| molecule | H9c2 TAG inh | H9c2 TAG inh DAPI viability |
| --- | --- | --- |
| Cn1nc(C(F)(F)F)c(/C=N/OC(=O)c2ccc(Cl)cc2)c1Cl | -5 | -6 |
| CCOC(=O)C(C(=O)OCC)C(C#N)c1ccccc1 (stereo not given) | 2 | -6 |
| COc1ccc([C@H]2/C=C\CN(S(C)(=O)=O)[C@@H](C)C(=O)N2Cc2ccc(F)cc2)cc1 | 5 | 2 |

The list itself (from the top)
| molecule | H9c2 TAG inh | H9c2 TAG inh DAPI viability |
| --- | --- | --- |
| Cn1nc(C(F)(F)F)c(/C=N/OC(=O)c2ccc(Cl)cc2)c1Cl | -5 | -6 |
| CCOC(=O)C(C(=O)OCC)C(C#N)c1ccccc1 (stereo not given) | 2 | -6 |
| COc1ccc([C@H]2/C=C\CN(S(C)(=O)=O)[C@@H](C)C(=O)N2Cc2ccc(F)cc2)cc1 | 5 | 2 |
| CCN(CC)CCNC(=O)c1cn(CC)c2cc(N3CCN(C(=O)c4ccco4)CC3)c(F)cc2c1=O | 2 | 1 |
| O=S(=O)(Nc1ccc(-c2nc3cccnc3s2)cc1)c1cc(F)ccc1F | -1 | 7 |
| CN[C@H]1CC[C@@H](c2ccc(Cl)c(Cl)c2)c2ccccc21 | 25&29 | -19&-9 |
| CCn1c2ccccc2c2nnc(SCC(=O)NCc3cccs3)nc21 | -23 | 11 |
| Cc1nc2c(-c3ccccc3)c(C)nn2c(C)c1CCC(=O)NCc1ccco1 | -1 | -1 |
| COc1ccc(CCNC(=O)CSc2nc3[nH]ncc3c(=O)n2-c2ccc(Cl)cc2Cl)cc1OC | 9 | -12 |
| CCCOc1ccc(C(=O)NNC(=S)NC(=O)c2ccco2)cc1 | 2 | 3 |
| Cc1ccc(OCC(=O)NC(C)c2ccccc2)c([N+](=O)[O-])n1 (stereo not given) | 1 | 1 |
| O=C(NCC1CCCO1)C1CCN(C2CCN(Cc3cccs3)CC2)CC1 (stereo not given) | 1 | 3 |
| CC1(C)S/C(=N/N=C/c2cccs2)NC1=O | 17 | -1 |
| NC(=O)NO | 4 | -5 |
| COc1cccc(N2C(=O)CC(N3CCN(CCN=CC4=C(O)CC(C)(C)CC4=O)CC3)C2=O)c1 (stereo not given) | 7 | 1 |
| O=C(c1cc2ccccc2cc1O)N1CCN(c2cccc(Cl)c2)CC1 | 35 | -11 |
| O=C(COC(=O)c1ccccc1NC(=O)c1ccco1)Nc1ncc(Cl)cc1Cl | 4 | -5 |
| Cc1ccccc1OCC(=O)Nc1cccc(S(=O)(=O)NC2=NCCC2)c1 | -17 | 0 |
| Cc1cc(C)nc(NC(=S)NC(=O)c2ccccc2F)n1 | -4 | 6 |
| O=C1c2cccc3c(N4CCCCC4)ccc(c23)C(=O)N1CCO | -22 | 2 |
| CCOc1ccccc1N(CC(=O)Nc1ccc(OC)cc1OC)S(=O)(=O)c1ccccc1 | 3 | 5 |
| CS(=O)(=O)N1Cc2ccccc2CC1C(=O)OCC(=O)NCCc1ccc(S(N)(=O)=O)cc1 (stereo not given) | 4 | -4 |
| COc1ccc(Cl)cc1Cn1c(C)c(C(=O)NCc2ccc3c(c2)OCCO3)sc1=O | 24 | -5 |
| CC(=O)Oc1cccc2c1C(=O)C1CC=CC(OC(C)=O)C1C2=O (stereo not given) | -12 | -1 |
| CC1(C(=O)O)CCC(C(=O)NCCc2ccccc2)C1(C)C (stereo not given) | -10 | -5 |
| COc1ccc(CCN=C(N)NS(=O)(=O)c2ccc3ccccc3c2)cc1 | -10 | 3 |
| C#CCOCCOCCOCCNc1nc(N2CCN(C(=O)[C@H](CCCN=C(N)N)n3cc(C(N)[C@@H](C)CC)nn3)CC2)nc(N2CCN(C(=O)[C@H](CO)n3cc([C@@H](N)C(C)C)nn3)CC2)n1 (stereo not given in full) | -8 | 14 |
| CCOc1ccc(S(=O)(=O)NCc2cccs2)cc1C(C)C | -34 | 8 |
| CCCn1c(SCC(=O)NC(=O)NC(C)(C)C)n[nH]c1=O | 4 | 12 |
| O=C(NC(=S)Nc1ccc2[nH]c(=O)[nH]c2c1)c1cc(Br)ccc1Cl | 6 | 0 |
| Cc1ccc(N2C(=O)/C(=C\c3ccco3)SC2=S)cc1 | -1 | 10 |
| CC(=O)Nc1ccc(S(=O)(=O)N2CCc3ccccc3C2)cc1 | 3 | 2 |

Seven compounds from above, sorted by SMILES length, falling.
| molecule | H9c2 TAG inh | H9c2 TAG inh DAPI viability |
| --- | --- | --- |
| COc1ccc(Cl)cc1Cn1c(C)c(C(=O)NCc2ccc3c(c2)OCCO3)sc1=O | 24 | -5 |
| O=C(NC(=S)Nc1ccc2[nH]c(=O)[nH]c2c1)c1cc(Br)ccc1Cl | 6 | 0 |
| COc1ccc(CCN=C(N)NS(=O)(=O)c2ccc3ccccc3c2)cc1 | -10 | 3 |
| CC(=O)Oc1cccc2c1C(=O)C1CC=CC(OC(C)=O)C1C2=O (stereo not given) | -12 | -1 |
| CCCn1c(SCC(=O)NC(=O)NC(C)(C)C)n[nH]c1=O | 4 | 12 |
| CC1(C(=O)O)CCC(C(=O)NCCc2ccccc2)C1(C)C (stereo not given) | -10 | -5 |
| Cc1ccc(N2C(=O)/C(=C\c3ccco3)SC2=S)cc1 | -1 | 10 |

(further entries)
| molecule | H9c2 TAG inh | H9c2 TAG inh DAPI viability |
| --- | --- | --- |
| COc1ccc(CNC(=O)c2ccccc2SCC(=O)NCc2ccco2)cc1 | -17 | 0 |
| O=c1[nH]c2ccc(Br)cc2o1 | 1 | 2 |
| COc1ccc(CC(=O)N[C@@H]2c3cc(OC)c(OC)cc3C[C@H]2OCc2ccccc2)cc1 | 6 | -1 |
| CN(C)c1ccc(NC(=O)Nc2ccc3c(c2)nnn3C)cc1 | -3 | 2 |
| Cc1[nH]nc(NNC(=O)c2ccccc2)c1[N+](=O)[O-] | -6 | 0 |
| Cc1cccc(-c2cc3nc(C)cc(N4CC(C)CC(C)C4)n3n2)c1 (stereo not given) | 16 | -8 |
| Cc1ccc(N(CC(=O)NC(C)(C)C)C(=O)CCC(=O)Nc2ccccn2)cc1 | 4 | 3 |
| Cc1ccc(CN(C)C(=O)CN2C(=O)NC3(CCCC3)C2=O)o1 | -12 | 11 |
| CCOCCCNS(=O)(=O)c1ccc2c(c1)CCN2C(=O)CC | 5 | -3 |
| Cc1nn(C)cc1-c1csc(N)n1 | 2 | -3 |
| CCCc1nc2ccccc2c(C(=O)OCC(=O)Nc2ccc(S(=O)(=O)N3CCOCC3)cc2)c1CC | 3 | -4 |
| COC(=O)c1ccccc1NC(=O)N1CCN(c2ccc(F)cc2)CC1 | 10 | -25 |
| OC(c1ccc(Cl)c(F)c1)c1ncc(-c2ccccc2C(F)(F)F)[nH]1 (stereo not given) | -9 | -5 |
| CCO[C@H]1OC(C(=O)N2CCN(Cc3ccc4c(c3)OCO4)CC2)=C[C@@H](c2ccc(C(F)(F)F)cc2)[C@@H]1CCCO | -7 | -5 |
| O=C1CCCC(O)=C1Sc1cc(Cl)c(Cl)cc1Cl | 6 | 0 |
| CC1=NN2C(=N)/C(=C\c3cc(C)n(Cc4ccccc4)c3C)C(=O)N=C2S1 | -1 | 0 |
| O=C(O)CCC(=O)N(Cc1ccco1)C1CC(=O)N(c2ccccc2)C1=O (stereo not given) | 6 | -5 |
| CC(=O)C1=C(C)NC(C)=C(C(C)=O)C1c1ccc(-c2ccccc2Cl)o1 | 6 | 1 |
| Cc1ccc(S(=O)(=O)N2CCCCC2)cc1C(=O)NCCCN1CCOCC1 | 2 | 1 |
| CC1CCC(NC(=O)CN2C(=O)NC3(CCCCCC3)C2=O)CC1 (stereo not given) | -19 | 10 |
| O=C(O)c1cc(NC(=O)c2ccccc2[N+](=O)[O-])ccc1O | 0 | 6 |
| COc1ccc(C#Cc2cnc3c(c2)C(=O)N([C@H](C)CO)C[C@@H](C)[C@H](CN(C)C(=O)CN(C)C)O3)cc1 | 3 | 18 |
| CN1CCCC(C#CC(O)(c2ccccc2)c2ccccc2)C1 (stereo not given) | -2 | 7 |
| CCC[C@@H]1CCCC/C=C\CCCC(=O)OCCN1C(=O)OC(C)(C)C | -21 | 1 |
| COc1cccc(C(=O)NCCC2=CCCCC2)c1OC | -25 | 13 |
| Cc1cc(NS(=O)(=O)c2ccc(NC(=O)CSc3nnc(-c4ccco4)n3N)cc2)nc(C)n1 | 1 | 1 |
| COC(=O)c1sc(NC(=O)c2cc(-c3ccccc3)nc3ccccc23)c(C#N)c1C | 0 | 5 |
| Cc1cccc2cc(CN(CCCN(C)C)C(=S)NCCc3ccccc3)c(=O)[nH]c12 | 28 | 8 |
| O=C1CSC(c2ccccn2)N1c1ccc(C(F)(F)F)cc1 (stereo not given) | 6 | -15 |
| Cn1nc(C(=O)OCC(=O)Nc2ccccc2OC(F)F)c2ccccc2c1=O | 0 | 2 |
| O=C(NCCS(=O)(=O)c1ccc(Cl)cc1)c1ccc(F)cc1 | -6 | 0 |
| CN1CCn2cnc(C(=O)NCCCCCNC(=O)OC(C)(C)C)c2C1=O | 0 | -2 |
| Cn1cc(CNC(=O)Nc2ccc3c(c2)OCO3)cn1 | 14 | 1 |
| Cc1cc(NC(=O)CSc2ccc3nnc(CCNC(=O)c4ccccc4)n3n2)no1 | -2 | 0 |
| COc1ccc(C2C(C(=O)N3CCC(C(N)=O)CC3)CC(=O)N2c2ccc(OC)cc2)cc1 (stereo not given) | 1 | -2 |
| c1ccc(NCCCNc2ccccc2)cc1 | -25 | -9 |
| NCc1csc(NC(=O)Nc2cccc(C(F)(F)F)c2)n1 | 14 | -2 |
| CC(=O)c1ccc(NC(=O)Nc2ccc3c(c2)nc(C)n3C)cc1 | -20 | 18 |
| Cc1cc(-c2nnc(SCC(=O)c3ccc4c(c3)OCCO4)o2)no1 | 0 | 5 |
| CCCCN(CCCC)CC(O)COc1ccccc1C(=O)Nc1ccccc1 (stereo not given) | 16 | -1 |
| CN1CCN(C(=O)c2ccc(-c3cnn(C)c3)c3ccoc23)CC1 | 10 | 12 |
| Cc1ccc(O)c(N=Nc2ccc(S(=O)(=O)N3CCOCC3)cc2)c1 | 15 | -8 |
| COc1ccc(OC)c(C(O)c2ncc(-c3ccccc3OC)[nH]2)c1 (stereo not given) | 1 | -4 |
| COC(=O)CCSCC(=O)N1N=C(c2ccc(OC)cc2)CC1c1cccc(OC)c1OC (stereo not given) | 11 | -4 |
| COc1ccc(-c2ccc(NC(=O)c3ccco3)cc2)nn1 | 5 | 5 |
| O=C(NCC1CCCCC1)c1ccc2nc([C@H]3C[C@H](O)[C@@H](CO)O3)[nH]c2c1 | -4 | -3 |
| COc1ccc2c(-c3ccccc3)cc(SCC(=O)NC(N)=O)nc2c1 | -13 | -7 |
| COc1ccccc1NC(=O)c1c([N+](=O)[O-])c(C(C)(C)C)nn1C | -6 | 2 |
| CC1Cc2ccccc2N1C(=O)CSc1nnnn1Cc1ccccc1 (stereo not given) | 6 | -9 |
| CCOC(=O)N1CCN(S(=O)(=O)c2ccc3c(c2)C(C)C(=O)N3)CC1 (stereo not given) | -59 | -5 |
| COc1ccc2oc(=N)c(C(=O)Nc3ccccc3)cc2c1 | 4 | -2 |
| Cc1cnc(C(=O)N2CCCC(N3CCN(c4ccccc4C)CC3)C2)cn1 (stereo not given) | 11 | 2 |
| Oc1ccc(/C=N/Nc2nc(N3CCCCCC3)nc(N3CCCCCC3)n2)c(O)c1 | 18 | -1 |
| C[C@@H](CSc1ccc(Br)cc1)CN1CC[C@H](O)CCC1=O | -1 | -8 |
| CC1CCN(C(=O)CN(c2ccccc2)S(=O)(=O)N(C)C)CC1 | -11 | -2 |
| O=C(COC(=O)c1ccc([N+](=O)[O-])o1)Nc1nc2ccccc2s1 | -14 | 7 |

As entered above:
`Oc1ccc(/C=N/Nc2nc(N3CCCCCC3)nc(N3CCCCCC3)n2)c(O)c1` in H9c2 TAG inh is entered as 18
`Cc1cnc(C(=O)N2CCCC(N3CCN(c4ccccc4C)CC3)C2)cn1` (stereo not given) in H9c2 TAG inh is entered as 11

Later entries
| molecule | H9c2 TAG inh | H9c2 TAG inh DAPI viability |
| --- | --- | --- |
| Cc1c(C(c2ccc(N(C)C)cc2)c2c(C)n(C)n(-c3ccccc3)c2=O)c(=O)n(-c2ccccc2)n1C | -5 | 17 |
| Cc1ccc(CNC(=O)c2ccc(N3CCC4(CC3)CC(c3ccccc3)=NO4)c(N)c2)cc1 | 24 | 3 |
| COc1ccc(S(=O)(=O)N(C)C[C@H]2Oc3c(NC(=O)Nc4c(C)noc4C)cccc3C(=O)N([C@H](C)CO)C[C@@H]2C)cc1 | -9 | -3 |
| CC(NC(=O)CSc1nc2ccccc2n1CCC#N)c1ccc(F)cc1 (stereo not given) | -10 | 4 |
| Cc1ccc(S(=O)(=O)N(C)C(C)CCc2ccco2)cc1 (stereo not given) | 3 | -9 |
| Cc1n[nH]c(=O)c2c(NC(=O)CSc3nn(-c4ccc(F)cc4)c(=S)s3)oc(C)c12 | 9 | 2 |
| CN1c2ccccc2C(=O)NC1c1ccc(Cl)cc1 (stereo not given) | -1 | 31 |
| Cc1c(NS(=O)(=O)c2cccc(C(=O)OCC(=O)c3ccc(Cl)cc3)c2)c(=O)n(-c2ccccc2)n1C | 5 | -7 |
| CCN(CC(=O)NCc1ccc(F)cc1)C(=O)/C=C/c1ccco1 | 1 | 9 |
| CCCCC[C@@H]1C=C(C(=O)O)[C@H](c2ccc3c(c2)OCO3)N1S(=O)(=O)c1ccc(C)cc1 | -5 | 9 |
| CCN(C[C@H]1N[C@@](CC)(C(=O)OC)[C@H]2C(=O)N(Cc3ccccc3)C(=O)[C@@H]12)C(=O)Nc1ccc(Cl)cc1 | 1 | -7 |
| Cc1ccccc1N1C(=O)C(Oc2ccc(Cl)cc2)C1CNCC1CCCO1 (stereo not given) | -7 | 9 |
| CCCNC(=O)C1(C)CCCN(Cc2cccn2C)C1 (stereo not given) | -16 | 19 |
| COc1ccc(CN2C(=O)C(CC(C)C)Nc3ncnc(N4CCN(c5ccccc5)CC4)c32)cc1 (stereo not given) | 23 | 2 |
| CC1(C(=O)NS(=O)(=O)c2ccc3c(c2)CCO3)CCN1C(=O)Cc1ccc(-c2ccccc2)cc1 (stereo not given) | 9 | -3 |

Assay outcomes as filed in PubChem.
